Screening data from PubChem BioAssay.
K1F lysis inhibition = inhibition of K1F phage lysis, E. coli UTI89, bacterial capsule biogenesis inhibitors, alamar blue (AID 488966) | one-dose inhibition, % at 100 µM; IC50 in µM for titrated hits | E. coli UTI89 K1F phage lysis, alamar blue, 2 h; higher % means a stronger effect | actives 0.02% (n = 340,000);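 active means phage lysis inhibition, versus mean bacterial control, above a set limit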;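 further: capsule biogenesis inhibitors block K1F phage lysis so surviving cells raise fluorescence; higher fluorescence means more inhibition of phage lysis; actives were called in the ten point dose series up to 300 µM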
* marks the source's active call; other numbers are inactive results; i = inactive; [ ] = dose if it differs, or a comment. Not all compounds are listed. The share of hits here may be higher or lower than overall.

SMILES | K1F lysis inhibition
CCOC(=O)c1cocc1C(=O)O | -2.4%
O=C(CS(=O)(=O)c1ccccc1)Nc1ccccc1Br | -1.5%
CCN1C(=O)[C@H]2[C@@H](c3ccc(C)cc3)N3C(=O)N(c4cccc(Br)c4)C(=O)[C@@]3(C)[C@H]2C1=O | -0.6%
Cc1cccc(C)c1NC(=O)CNC(=O)C(C)N(C)CC(=O)Nc1ccc(F)cc1 (stereo not given) | 0.6%[50 µM]
COc1ccc(C(=O)N(C)Cc2ccc(OC)c(OC)c2OC)cc1S(=O)(=O)N1CCOCC1 | 1.8%[50 µM]
CC[C@]12c3[nH]c4cc(CCC(=O)N(C)C)ccc4c3CCN1C(=O)[C@@H](CC(=O)NCCc1ccccn1)C[C@@H]2C(=O)N1CCN(C(=O)c2ccco2)CC1 | -0.3%
Cc1ccc(C(=O)OCC(=O)c2ccc(Br)cc2)cc1S(=O)(=O)N1CCOCC1 | 0.2%[50 µM]
COc1ccc(/C=C/C(=O)Nc2cccc(S(=O)(=O)N3CCOCC3)c2)cc1OC | 1.1%[50 µM]
CCCCC(=O)Nc1cc(OC)c(NC(=S)Nc2ccc(OC)cc2)cc1OC | 2.2%
COc1ccc(NS(=O)(=O)c2cc(NS(=O)(=O)c3cccs3)ccc2C)cc1 | 2.9%[50 µM]
Cn1c(O)c(C=NCCCCCC(=O)O)c(=O)n(C)c1=O | 1.0%
N#Cc1ccc(C=NN2CCCCCC2)cc1 | 2.5%
COCCN(C(=O)c1cc(-c2ccc(F)cc2)nc2ccccc12)c1c(N)n(CC(C)C)c(=O)[nH]c1=O | 0.3%[50 µM]
CC(=NNC(=O)C(C)SC(C)C(=O)NN=C(C)c1cccnc1)c1cccnc1 (stereo not given) | -0.8%
CCOc1ccc(NC(=O)c2cccc(S(=O)(=O)Nc3c(C)n(C)n(-c4ccccc4)c3=O)c2)cc1 | -0.3%
Cc1ccc(NCCCn2cnc(C(=O)Nc3ccc(C)c(C)c3)n2)cc1C | -0.2%
COc1ccc(-c2ccc3c(c2)C2CC3CCN2CCC#N)cc1 (stereo not given) | 0.1%
O=Cc1cc(OCc2ccccc2)ccc1[B-](F)(F)F | 0.2%
CCOC(=O)c1c(C)[nH]c(C)c1C(=O)COC(=O)COc1ccc(Cl)c(C)c1 | -0.7%[50 µM]
Cc1ccccc1CNC(=O)c1ccccc1SCC(=O)NCc1ccco1 | 0.4%[50 µM]
COc1ccccc1CCNC(=O)c1cccc(NC(=O)CC2SC(N3CCCCC3)=NC2=O)c1 (stereo not given) | 0.6%[50 µM]
CCC(/C=C1\Oc2ccc(OC)cc2N1C)=C\c1sc2ccccc2[n+]1CCCS(=O)(=O)[O-] | 0.3%
O=C1C=C(C2OC(CO)C(O)C2O)C(=O)N1 (stereo not given) | -16.6%
O=C(COC(=O)c1ccccc1)c1ccc2c(c1)OCCO2 | 1.6%[50 µM]
Cc1ccc2oc3ccccc3c(=O)c2c1 | 8.1%
CC[C@]12c3[nH]c4ccc(OC)cc4c3CCN1C(=O)C(CC(=O)NCC13CC4CC(CC(C4)C1)C3)C[C@@H]2C(=O)N1CCN(C(=O)C2CC2)CC1 (stereo not given in full) | 1.1%
NC1(C(=O)O)CSSC1 | -3.4%
CC/C(=C\c1ccc(N(C)C)cc1)c1ccncc1 | i
CCN(C(=O)COC(=O)COc1ccc2c(c1)CCC2)c1c(N)n(Cc2ccccc2)c(=O)[nH]c1=O | 1.1%[50 µM]
CCOC(=O)C(C#N)=CN1CCN(C(=O)CCCl)c2ccccc21 | 1.1%
CCCCN(C(=O)Cc1ccc(S(=O)(=O)N2CCOCC2)s1)c1c(N)n(CC(C)C)c(=O)[nH]c1=O | -0.4%[50 µM]
O=C(C[C@H]1C[C@H](C(=O)N2CCOCC2)[C@@]2(CCC3CCCC3)c3[nH]c4ccc(Cl)cc4c3CCN2C1=O)NCC12CC3CC(CC(C3)C1)C2 | 0.3%
O=C1C2CCCCN2C(=O)N1CCN1CCN(c2ccc(F)cc2)CC1 (stereo not given) | -0.7%
O=C(COC(=O)/C=C/c1ccccc1[N+](=O)[O-])NC(=O)NC1CCCC1 | 0.7%[50 µM]
O=C1NC(=O)C2(CCCCC2C2CCCCC2)N1 (stereo not given) | 1.4%
O=C(COC(=O)/C=C/c1ccc(C(F)(F)F)cc1)Nc1ccc2[nH]c(=O)[nH]c2c1 | 0.8%[50 µM]

In the list so far, 3 contain a cyano group:
SMILES | K1F lysis inhibition
N#Cc1ccc(C=NN2CCCCCC2)cc1 | 2.5%
COc1ccc(-c2ccc3c(c2)C2CC3CCN2CCC#N)cc1 (stereo not given) | 0.1%
CCOC(=O)C(C#N)=CN1CCN(C(=O)CCCl)c2ccccc21 | 1.1%

(listing goes on)
SMILES | K1F lysis inhibition
CCN(C(=O)CSc1nnc(COc2ccccc2F)n1N)c1c(N)n(Cc2ccccc2)c(=O)[nH]c1=O | 4.5%
O=C1[C@@H](Oc2ccccc2)[C@@H](c2cnc3ccccc3c2)N1c1ccccc1 | 0.2%
Cc1ccc(C(=O)Nc2nc(-c3ccco3)c(-c3ccco3)s2)o1 | -0.5%[50 µM]
CC(O)(Cc1ccccn1)Cc1ccccn1 | -2.5%
COc1ccc(Cl)cc1NS(=O)(=O)c1cccc(C(=O)NC2CCN(Cc3ccccc3)CC2)c1 | 0.5%[50 µM]
COc1ccc(CN(CC(O)COCc2ccccc2)S(=O)(=O)c2ccccc2Br)cc1OC (stereo not given) | -0.2%
CCOC(=O)c1c(C)[nH]c(C(=O)COC(=O)c2c(CC)noc2C)c1C | 1.4%[50 µM]
C#CCN1C=CC(=O)[C@@H](OC(=O)Nc2ccc(Cl)cc2)[C@H]1c1ccccc1Br | -0.1%
COCC(=O)N(C)[C@H]1C[C@H]2c3cc(-c4ccccc4)ccc3CCN2C(=O)[C@H]1[C@H](C)O | 0.1%
O=C(Cn1cnc2c(NCc3ccccc3)ncnc21)NCc1nc2ccccc2[nH]1 | 0.1%
COc1ccc2ncccc2c1Cc1c(OC)ccc2ncccc12 | 1.1%
O=C(O)c1cc(N2C(=O)C=CC2=O)cc(N2C(=O)C=CC2=O)c1 | 3.4%

For convenience, part of the list above.
SMILES | K1F lysis inhibition
O=C(Cn1cnc2c(NCc3ccccc3)ncnc21)NCc1nc2ccccc2[nH]1 | 0.1%
COc1ccc2ncccc2c1Cc1c(OC)ccc2ncccc12 | 1.1%
O=C(O)c1cc(N2C(=O)C=CC2=O)cc(N2C(=O)C=CC2=O)c1 | 3.4%

An excerpt from above in order of formula weight, low to high.
SMILES | K1F lysis inhibition
NC1(C(=O)O)CSSC1 | -3.4%
O=Cc1cc(OCc2ccccc2)ccc1[B-](F)(F)F | 0.2%
CC(=NNC(=O)C(C)SC(C)C(=O)NN=C(C)c1cccnc1)c1cccnc1 (stereo not given) | -0.8%
COc1ccc(C(=O)N(C)Cc2ccc(OC)c(OC)c2OC)cc1S(=O)(=O)N1CCOCC1 | 1.8%[50 µM]

Next results follow.
SMILES | K1F lysis inhibition
COc1ccc(S(=O)(=O)N(C)CC(=O)NCCCN2CCOCC2)cc1C | -0.2%
COc1ccc(-c2ccc3c(c2)[C@@H]2C[C@H](N(C)C(=O)C(C)(C)C)[C@H]([C@H](C)O)C(=O)N2CC3)cc1 | 0.0%
O=C1CCN(Cc2ccccc2)C(=S)N1 | -2.8%
COc1ccc(CNC(=O)CCNC(=O)c2ccc(C(C)(C)C)cc2)cc1OC | 1.0%[50 µM]
COc1cc(NC(C)CCCNC(C)C)c2ncccc2c1OC (stereo not given) | 1.3%
Cc1ccc(S(=O)(=O)N2CCOCC2)cc1C(=O)N1CCN(c2ncccn2)CC1 | -0.3%[50 µM]
CCCC(O)(c1ccccc1)C(c1ccccc1)c1ccccn1 (stereo not given) | -1.7%
COC(=O)C1(C)COP(=O)(NC23CC4CC(CC(C4)C2)C3)OC1 (stereo not given) | 2.5%
CC12CCC3c4ccc(O)cc4CCC3C1CC(=NO)C2O (stereo not given) | 0.7%
O=C(CCN1CCCCC1)c1cccc(Cl)c1 | 1.0%
COC1=C(Br)C(=O)c2ncccc2C1=O | -0.1%
CCCCCC1=C(C(=O)OC)C(C(=O)OCC)N(S(=O)(=O)C(F)(F)F)c2ccccc21 (stereo not given) | 0.1%

Look-ups from the results shown:
COC1=C(Br)C(=O)c2ncccc2C1=O in K1F lysis inhibition reads -0.1%
CCCC(O)(c1ccccc1)C(c1ccccc1)c1ccccn1 (stereo not given) in K1F lysis inhibition reads -1.7%
CC12CCC3c4ccc(O)cc4CCC3C1CC(=NO)C2O (stereo not given) in K1F lysis inhibition reads 0.7%
COc1ccc(CNC(=O)CCNC(=O)c2ccc(C(C)(C)C)cc2)cc1OC in K1F lysis inhibition reads 1.0%[50 µM]

Carrying on:
SMILES | K1F lysis inhibition
C[C@]12c3[nH]c4cc(-c5ccco5)ccc4c3CCN1C(=O)[C@@H](CC(=O)NCc1cccc(C(F)(F)F)c1)C[C@@H]2C(=O)N1CCOCC1 | 0.4%
Cc1ccc(S(=O)(=O)NCC(=O)OCC(=O)c2ccc(S(=O)(=O)N3CCCCC3)cc2)cc1C | 0.9%[50 µM]
COc1cc(N=Nc2ccc(C)cc2S(N)(=O)=O)c(C)cc1N | -3.1%
CN(C)c1ccc2cc(S(=O)(=O)O)cc(O)c2c1 | 4.8%
Cc1sc2nc(CSCC(=O)N3CC(C)OC(C)C3)[nH]c(=O)c2c1C (stereo not given) | 0.8%[50 µM]
CCCCC(CC)CN1CN(CC(CC)CCCC)CC(C)(N)C1 (stereo not given) | -18.0%
Clc1nnc2c3ccccc3ccn12 | 0.9%
O=S(=O)(/C(=C\c1ccc(C(F)(F)F)cc1)c1nc2ccccc2[nH]1)c1ccccc1 | -1.6%
CCC(c1ccccc1)C(CC)c1cc(O)c(O)c(O)c1 (stereo not given) | 0.6%
Cc1ccc(S(=O)(=O)N(CCCc2c(C)nc[nH]c2=O)c2ccccc2)cc1 | 0.5%
COc1ccccc1C(CNC(=O)CN1C(=O)NC(C)(c2ccc3ccccc3c2)C1=O)N1CCCC1 (stereo not given) | 0.3%[50 µM]
CC1(C2CCC3(C)OC3C2)CO1 (stereo not given) | 3.4%
O=C1C2C3C=CC(O3)C2C(=O)N1N=C1CCCCC1 (stereo not given) | 0.1%
Cc1cccc(NC(=O)CN(C)C(=O)c2ccc3ccccc3n2)c1C | 0.7%[50 µM]
CCCCN(C(=O)C1CCN(C(=O)c2ccccc2C)CC1)c1c(N)n(CC(C)C)c(=O)[nH]c1=O | 1.1%[50 µM]
Oc1c(CN2CCCCC2)ccc2cccnc12 | -3.6%
COc1cc(OC)c2c3c(c(C4CCCCC4)nc2c1)CCCC3 | 0.3%
COC1=CC(=O)c2c(ccc3ncnc(N)c23)C1=O | -8.6%
COCC(=O)N1CCC2CC1c1cc(Cl)ccc12 (stereo not given) | 0.2%
CC1CCN(CC(=O)Nc2ccc3c(c2)OCO3)CC1 | 1.5%[50 µM]
CN1OC[C@@H]2CN(C(=O)C(C)(C)C)[C@H](c3cccc(-c4ccccc4)c3)C[C@@H]21 | 0.2%
CCN(CC(=O)Nc1ccc2c(c1)OCCO2)C(=O)CCc1ccc(OC)cc1 | 0.9%[50 µM]
CC(OC(=O)C1CC(=O)N(Cc2ccco2)C1)C(=O)Nc1cccc(C#N)c1 (stereo not given) | 1.5%[50 µM]
O=C(NCCCCc1ccccc1)c1cccc(NC(=O)C2CCCCC2)c1 | 0.1%
Cc1cccc(C)c1-c1ccc(CN2C(CC(C)C)C(=O)N(Cc3cn(CC4CCCCC4)nn3)CCS2(=O)=O)cc1 (stereo not given) | 0.2%
COCCCNC(=O)CC1C[C@H](C(=O)N2CCCCC2)[C@@]2(CCc3ccccc3)c3[nH]c4ccc(OC)cc4c3CCN2C1=O (stereo not given in full) | -0.1%
Nc1cc(N)nc(SCC(=O)NC2CCCCCCC2)n1 | 1.2%[50 µM]
CCOc1ccc2oc(C(=O)OCC(=O)N(CC(C)C)c3c(N)n(Cc4ccccc4)c(=O)[nH]c3=O)c(C)c2c1 | 0.9%[50 µM]
CCC(=Cc1ccccc1O)c1ccncc1 | -0.2%
CCOC(=O)Nc1ccc2c(c1)C(=NO)c1ccccc1-2 | -3.6%
COC(=O)C1C=CC(OC2OC(COC(C)=O)C(OC(C)=O)C(OC(C)=O)C2OC(C)=O)n2c(=O)n(-c3ccccc3)c(=O)n21 (stereo not given) | 0.7%
C=CCOC(=O)N1CCC2CC1c1cc(-c3cccc(C)c3)ccc12 (stereo not given) | -0.1%
CC(=O)NC(c1ccc(Cl)cc1)c1ccc2cccnc2c1O (stereo not given) | 6.5%
Cc1ccc(Cl)cc1NS(=O)(=O)c1ccccc1 | -2.1%
Cc1ccc(N2C(=O)c3ccccc3C2(O)c2ccccc2)cc1 (stereo not given) | 2.2%
COCCCNC(=O)C[C@H]1C[C@H](C(=O)N(C(C)C)C(C)C)[C@@]2(C)c3[nH]c4cc(CCC(=O)N(C)C)ccc4c3CCN2C1=O | 0.1%
CC(C)NC(=O)NC(=O)CSc1ccc(S(=O)(=O)N2CCOCC2)cn1 | 0.8%[50 µM]
O=C(O)C1=C(C(=O)O)C2C=CC1C2 | 3.1%
COC(=O)C[C@H](NC(=O)Cn1cnc2c(NCc3ccccc3)ncnc21)C(=O)OC | 0.3%
CCOc1ccc(OCC(=O)OCC(=O)Nc2ccccc2C#N)cc1 | 1.6%[50 µM]
CC(C)C(NS(=O)(=O)c1ccccc1)C(=O)OCC(=O)NNC(=O)c1ccccc1 (stereo not given) | 0.8%[50 µM]
CC1CN(Cc2ccccc2)C(=S)N(c2ccccc2)C1=O (stereo not given) | 0.4%
O=C(O)C1(Nc2ccccc2)CCCC1 | 4.7%
COC(=O)[C@@]1(C)[C@H]2C(=O)N(Cc3ccccc3)C(=O)[C@H]2[C@H]2CN=C(SCc3ccc(C)cc3)N21 | 0.2%
O=C(C[C@H]1C[C@H](C(=O)N2CCOCC2)[C@@]2(CCC3CCCC3)c3[nH]c4ccc(Cl)cc4c3CCN2C1=O)NCc1ccco1 | 0.5%
